Assay outcomes as filed in PubChem BioAssay.
SMARCA2 act = activators of SMARCA2 function | AID 652017 | activation, % at 9.1 µM | 1% of 370,000 active | MG213 cells, MMTV-luciferase reporter, dexamethasone, overnight; in the data active = activation above about 7.8%;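 also: 0% = vehicle wells and 100% = reference activator wells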
NPR2 activator = GC-B (human) receptor activation; HEK293-GC-B cells, CNP EC30, cGMP TR-FRET; 0% at EC30 CNP, 100% saturating CNP; 0.11% of 370,000 active; P20594; activation, % at 10 µM;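 active = activation at 10 µM reaching about 35% in either raw or pattern-adjusted values, limit read from the data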
GC-A act = GC-A (human) enzyme activation; P16066; HEK293 GC-A cells, cGMP TR-FRET, EC30 ANP; 0% at EC30 ANP, 100% saturating ANP; activation, % at 10 µM; 0.14% of 370,000 active; in the data active = activation above about 40%
ABHD4 inh = inhibits mouse alpha/beta hydrolase domain 4; Q8VD66; purified mABHD4, FP-Rh probe fluorescence polarization; inhibition, % at 8.92 µM; 0.54% of 370,000 active; AID 720543;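 active = inhibition exceeding the mean over every tested compound plus 3 SD, cut at about 30% in these data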;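 also: 0% = plate median of compound wells and 100% = S159A mutant with DMSO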
Target sequence (Q8VD66 whole entry, looked up, the tested form may be a part): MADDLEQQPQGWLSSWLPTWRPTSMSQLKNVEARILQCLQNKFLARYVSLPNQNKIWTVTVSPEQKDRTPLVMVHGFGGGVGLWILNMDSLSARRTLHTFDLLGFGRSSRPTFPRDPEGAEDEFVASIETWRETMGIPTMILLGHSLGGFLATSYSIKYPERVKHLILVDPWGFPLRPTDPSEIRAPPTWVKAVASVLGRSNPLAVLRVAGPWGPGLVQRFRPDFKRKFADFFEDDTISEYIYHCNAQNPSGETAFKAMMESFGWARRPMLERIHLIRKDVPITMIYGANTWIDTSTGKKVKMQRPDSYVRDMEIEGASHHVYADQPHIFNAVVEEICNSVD
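Test system: mABHD4 protein | Buffer or medium: HEPES pH 7.0 buffer, 150 mM NaCl, 0.01% Pluronic F-127 | Probe or stimulus: FP-Rh fluorescent activity-based probe, added after compound pre-incubation | Timing: Pre-incubation 45 min, probe exposure 60 min, at 25 °C | Technique: Fluorescence polarization, excitation 525 nm, emission 598 nm, BODIPY TMR filters | Repeats: Single well per compound (singlicate)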
ARFGAP1 inhibitor = rat ARFGAP1 inhibition; Arfgap1-stimulated ARF1 GTP hydrolysis, GDP FP detection; inhibition, % at 16.5 µM; AID 651572; 0.26% of 360,000 active; Q62848;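 active = inhibition above a per-plate limit, mean inhibition of low control wells plus 3 SD, cut at about 25% in these data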;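 also: 0% = DMSO wells with enzyme and 100% = wells lacking Arfgap1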
Target sequence (Q62848 1-136 limits assumed): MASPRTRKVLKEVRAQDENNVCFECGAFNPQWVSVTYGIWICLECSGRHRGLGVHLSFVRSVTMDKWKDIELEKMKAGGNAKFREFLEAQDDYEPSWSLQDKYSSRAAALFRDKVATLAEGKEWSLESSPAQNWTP
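Assay system: purified rat His6-Arfgap1 residues 1-136 (GAP domain); Reagent: human Δ17 ARF1 bound to GTP; Dosing: 16.5 µM single point, 1.26% DMSO; Times: GTP hydrolysis reaction 2 h at 25 °C; Signal: FP, GDP Alexa 633 tracer displaced from anti-GDP antibody, 620/688 nm; Measure: % inhibition from polarization.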
ASAP1 inh = blocks human ASAP1-stimulated Arf1 GTP hydrolysis; AID 624377; Q9ULH1; 0.19% of 360,000 active; GDP FP detection; inhibition, % at 16.5 µM; in the data active = inhibition above about 25%;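 also: 0% = vehicle with enzyme and substrate and 100% = no enzyme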
rCAG binder = r(CAG) repeat RNA binding; TO-PRO-1 dye displacement fluorescence; inhibition, % at 3 µM; 1.3% of 370,000 active; AID 651821;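 active = inhibition above the plate cutoff, the mean of all test compounds on that plate plus 3 SD, cut at about 35% in these data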;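 also: 0% = DMSO alone and 100% = 100 µM mitoxantrone as full dye displacement; higher means more dye released from RNA so lower well fluorescence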
HTRA1 inh = inhibitors of human serine peptidase HTRA1; recombinant HTRA1, FP-rhodamine activity-based probe, fluorescence polarization; inhibition, % at 5.96 µM; 0.5% of 340,000 active; in the data active = inhibition above about 36%;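 also: 0% = enzyme with DMSO and 100% = wells lacking enzyme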
PG9 Ab binder = binds the HIV-1 gp120 antibody PG9. TR-FRET gp120-PG9 antibody binding. inhibition, % at 6.7 µM. 0.43% of 360,000 active; in the data active = inhibition above about 8.5%
NR1D1 modulator = modulators of human Rev-erb alpha DNA binding | Rev-erbα–FITC-DNA binding, fluorescence polarization, 90 min | 0.79% of 370,000 active | AID 1259318 | activity, % at 10 µM | P20393;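 active = activity above about 14%, limit read from the data; passing the limit was not always enough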;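 also: 0% = DMSO wells with 35 nM protein and 100% = DMSO wells with 750 nM protein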
Target sequence (P20393 whole entry, looked up): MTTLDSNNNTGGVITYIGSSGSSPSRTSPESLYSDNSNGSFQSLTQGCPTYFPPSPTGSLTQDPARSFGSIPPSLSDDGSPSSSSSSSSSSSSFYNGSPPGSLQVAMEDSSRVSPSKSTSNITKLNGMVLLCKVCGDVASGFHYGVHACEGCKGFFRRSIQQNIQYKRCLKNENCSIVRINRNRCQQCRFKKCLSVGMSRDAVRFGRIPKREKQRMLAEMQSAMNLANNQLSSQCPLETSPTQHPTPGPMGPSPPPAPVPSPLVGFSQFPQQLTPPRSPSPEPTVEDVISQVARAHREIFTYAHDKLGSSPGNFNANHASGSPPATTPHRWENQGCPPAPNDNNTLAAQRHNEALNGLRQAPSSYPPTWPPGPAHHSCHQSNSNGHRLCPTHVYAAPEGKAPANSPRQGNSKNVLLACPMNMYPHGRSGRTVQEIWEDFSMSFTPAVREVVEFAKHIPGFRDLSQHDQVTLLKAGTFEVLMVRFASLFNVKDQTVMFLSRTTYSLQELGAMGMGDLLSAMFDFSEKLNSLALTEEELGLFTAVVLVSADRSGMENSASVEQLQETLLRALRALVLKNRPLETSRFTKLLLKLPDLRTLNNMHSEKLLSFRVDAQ
An asterisk follows results filed as active; / = not tested or not shown.

SMILES | SMARCA2 act | NPR2 activator | GC-A act | ABHD4 inh | ARFGAP1 inhibitor | ASAP1 inh | rCAG binder | HTRA1 inh | PG9 Ab binder | NR1D1 modulator
CCC1=C2CC[C@H]3C(=O)N(CC)C(=O)[C@H]3[C@H]2[C@@]2(Cc3ccccc3)C(=NCCOC)OC(=O)N2C1=O | -1 | 5 | 3 | -8 | -5 | 2 | 0 | 1 | -3.0 | -7
Cc1ccc(NC(=O)CCc2c(C)nn(-c3ccc(N4CCOCC4)nn3)c2C)cc1F | 0 | -7 | -5 | -13 | 13 | -6 | -5 | 1 | 0.1 | -2
COCCNc1nc2ccccc2n1CC(=O)c1ccc(OC)c(OC)c1 | -3 | 2 | -1 | 6 | -5 | -2 | 0 | 9 | -2.0 | 1
CCOCC(=O)Nc1cc(Cl)ccc1C | -6 | 1 | 1 | -1 | 2 | 0 | -1 | 8 | 1.3 | 2
CC1=C(C(=O)N2CCCC(C(=O)c3cccc4ccccc34)C2)OCCO1 (configuration not stated) | -3 | 1 | 0 | -4 | -13 | -4 | -5 | -1 | -0.8 | -3
CS(=O)(=O)N(CC(=O)Nc1ccccc1-c1ccccc1)c1ccc(F)cc1 | 0 | -6 | -17 | 0 | 3 | -14 | -4 | 1 | 1.9 | 5
Cc1c(N(C)S(=O)(=O)c2ccc(Cl)c(C(=O)N3CCC(C(N)=O)CC3)c2)c(=O)n(-c2ccccc2)n1C | -4 | 5 | 0 | -3 | 1 | 5 | -4 | 3 | 0.8 | -3
Cc1ccccc1C(=O)NC(CC(C)C)C(=O)NN1C(=O)c2ccccc2C1=O (configuration not stated) | -1 | -3 | -2 | -1 | -2 | -2 | -3 | -8 | 0.7 | 1
CCCCOc1ccc(Cn2c(=O)oc3ccccc32)cc1 | 3 | 2 | 1 | 1 | -11 | -1 | -3 | -7 | -1.2 | -2
CSc1ccc(/C=C/C(=O)c2ccc(NC(=O)Cc3ccccc3)cc2)cc1 | 0 | 2 | 1 | -11 | 7 | 10 | 12 | -54 | 1.6 | 2
CCOc1ccc(C2(C)NC(=O)N(CCN(C)C)C2=O)cc1 (configuration not stated) | -1 | 8 | 2 | 5 | -4 | -5 | 0 | 1 | -0.6 | -1
Cc1cc(C)c(NC(=O)Cn2cc3c(n2)CCCC3)c(C)c1 | -2 | 0 | -3 | -3 | 15 | -10 | 4 | 5 | 1.2 | -2
CC1CCN(CCCNS(=O)(=O)c2cc(Br)cc3c2N(C(=O)C2CC2)CC3)CC1 | 4 | 0 | -1 | -3 | -6 | -7 | 1 | 1 | -3.1 | 4
Cc1cc(C(F)F)n2ncc(C(=O)NCc3ccc(F)cc3)c2n1 | -3 | 1 | 0 | -13 | 0 | -15 | 1 | -6 | -0.1 | -3
CCOc1ccc(C(=O)NCC(=O)OCC(=O)Nc2cccc(S(=O)(=O)N3CCCC3)c2)cc1 | -3 | -2 | 0 | -1 | 8 | 3 | 4 | -1 | -0.5 | 2
COc1ccc(NS(=O)(=O)c2cccc(-c3n[nH]c(=S)n3Cc3ccccc3)c2)cc1 | -1 | -13 | -18 | 7 | -1 | -1 | 24 | -9 | 1.6 | -4
CC(=O)C1=C(C)NC(SCC(=O)Nc2nc3ccccc3s2)=C(C#N)C1c1ccc(Cl)cc1 (configuration not stated) | -1 | 1 | -1 | -50 | 1 | 6 | 9 | -56 | -0.4 | 2
Cc1cc(C)n(C(=O)c2cccc(S(=O)(=O)N3CCOCC3)c2)n1 | -7 | -3 | 4 | 0 | 3 | 7 | 4 | 7 | -2.1 | 3
CC(C)Cn1c(SCC(=O)Nc2ccc(Cl)cc2F)nc(O)cc1=O | -1 | 4 | -1 | -2 | 4 | 8 | 10 | 2 | -0.7 | 7
O=C(CN1CCC(C(O)(c2ccccc2)c2ccccc2)CC1)Nc1ccccc1 | 5 | -5 | -12 | 2 | 1 | 9 | -4 | -28 | -1.7 | -2

Part of the list above, with each value named.
CSc1ccc(/C=C/C(=O)c2ccc(NC(=O)Cc3ccccc3)cc2)cc1
  SMARCA2 act: 0
  NPR2 activator: 2
  GC-A act: 1
  ABHD4 inh: -11
  ARFGAP1 inhibitor: 7
  ASAP1 inh: 10
  rCAG binder: 12
  HTRA1 inh: -54
  PG9 Ab binder: 1.6
  NR1D1 modulator: 2

CCOc1ccc(C2(C)NC(=O)N(CCN(C)C)C2=O)cc1 (configuration not stated)
  SMARCA2 act: -1
  NPR2 activator: 8
  GC-A act: 2
  ABHD4 inh: 5
  ARFGAP1 inhibitor: -4
  ASAP1 inh: -5
  rCAG binder: 0
  HTRA1 inh: 1
  PG9 Ab binder: -0.6
  NR1D1 modulator: -1

(next part)
SMILES | SMARCA2 act | NPR2 activator | GC-A act | ABHD4 inh | ARFGAP1 inhibitor | ASAP1 inh | rCAG binder | HTRA1 inh | PG9 Ab binder | NR1D1 modulator
Cc1cc(C)c2nc(SCC(=O)NC(=O)c3cccn3C)cc(C)c2c1 | 1 | -6 | 2 | -5 | 14 | 2 | 0 | -11 | 15* | 20
Cc1ccc(-n2c(-c3ccccc3)c[n+]3c2CCC3)cc1 | -7 | -3 | 4 | 2 | 2 | -5 | 6 | -1 | 2.8 | -4
CCCCNC(=O)C1C2C=CC3(CN(Cc4ccc(C)cc4)C(=O)C13)O2 (configuration not stated) | -1 | -2 | 0 | -3 | -7 | -6 | -1 | -3 | -2.0 | -5
O=C(O)/C(=C\c1ccc(Cl)cc1)c1ccc(S(=O)(=O)N2CCCC2)s1 | 0 | 6 | 2 | 1 | 8 | 10 | 27 | -15 | -0.2 | 0
CC(C)(C)c1ccc(C(=O)NNC(=O)CNC(=O)c2cccs2)cc1 | 0 | 2 | -2 | -6 | -6 | -10 | 0 | -3 | -1.4 | -1
CNC(=O)/C(C#N)=C/c1ccc(-c2ccc(OC)cc2[N+](=O)[O-])o1 | 0 | -7 | -4 | 7 | 14 | 18 | 8 | 0 | -2.9 | 3
S=C(NC1CCCCC1)N1CCOCCOCCN(C(=S)NC2CCCCC2)CCOCC1 | -2 | 1 | 0 | -1 | -1 | 5 | -4 | / | -1.1 | 3
CCCSC1=C(C#N)C(c2ccccc2OCC)CC(=O)N1 (configuration not stated) | -3 | 1 | -4 | -1 | 17 | -5 | 1 | 2 | 1.3 | -2
O=c1cc(-c2ccccc2)[nH]c2nc3ccccc3n12 | 4 | -6 | 9 | 3 | 1 | -7 | 4 | -7 | 13* | 24*
Cc1ccn2cc(CSc3ccccc3)nc2c1 | 7 | -5 | 7 | 5 | 7 | 1 | -1 | 2 | -0.9 | 0
Cc1ccc(S(=O)(=O)NCc2nc3ccccc3c(=O)n2N)cc1 | -5 | -2 | 1 | -7 | 0 | -2 | 4 | 2 | 0.5 | -6
CC(C)[C@H](N)C(=O)NC[C@H]1O[C@@H](n2cnc3c(N)ncnc32)[C@H](O)[C@@H]1O | -3 | 3 | 3 | -4 | -5 | -8 | 1 | 5 | -0.9 | 6
CCC(C)(O)C(=O)N[C@H]1CCCN1C(=O)/C=C/c1ccccc1 (some centres not stated) | -1 | 1 | 0 | -12 | 9 | 15 | 4 | -7 | -2.1 | 3
CCN(CC)c1nc2ccccc2n2cnnc12 | -1 | 8 | 8 | -4 | -5 | 10 | 1 | -1 | 1.0 | -1
COc1cc(/C=N/NC(=O)CCc2ccccc2)ccc1O | -3 | 3 | 0 | -2 | 1 | -15 | 1 | -2 | 0.5 | -2
COc1ccc(-c2ccccc2NC(=O)C2CCCN(Cc3ccc(C)o3)C2)cc1 (configuration not stated) | -1 | -9 | -18 | 2 | 2 | 16 | -7 | -10 | 0.2 | -7
COc1ccccc1NS(=O)(=O)c1cc(NC(=O)COc2ccccc2F)ccc1N1CCOCC1 | -1 | -3 | -2 | -34 | -4 | -3 | 7 | -39 | 1.5 | -3
Cc1ccc2nc(C)cc(N/N=C/c3ccccc3O)c2c1 | 1 | -1 | -15 | 0 | 3 | -4 | 0 | -9 | -4.7 | -4
COCCN1CN=C(Nc2nc3ccccc3o2)NC1 | 1 | 5 | 2 | 3 | 1 | -2 | 0 | 3 | -1.0 | 6
Cc1ccc(C(c2ccc(C)o2)c2cccc([N+](=O)[O-])c2O)o1 | 0 | 0 | 4 | 18 | 4 | -15 | 33 | -1 | -1.7 | 6
C#CCn1cc(Cl)cc(C(=O)Nc2ccccc2)c1=O | 0 | 1 | 6 | -1 | 3 | 5 | 4 | -3 | -0.1 | 2
Cc1noc(/C=C/N(C)C)c1S(=O)(=O)N1CCCC(C(=O)NCCC2=CCCCC2)C1 (configuration not stated) | 0 | 0 | -3 | -10 | -9 | -1 | 15 | -54 | 0.1 | 4
CCOC(=O)c1ccccc1NC(=O)COC(=O)CCNS(=O)(=O)c1ccc(C)c(C)c1 | -2 | -4 | -2 | -1 | -3 | -9 | -3 | -12 | 2.6 | 11
Cc1ccc(S(=O)(=O)N(C)Cc2ccc(C(=O)N/N=C/c3ccc(OC(F)F)cc3OC(F)F)cc2)cc1 | -6 | 7 | -2 | -21 | 6 | 6 | 22 | -38 | -0.5 | -2
O=C(NCc1cc(Cl)cc(Cl)c1)c1ccc2nc([C@H]3C[C@H](O)[C@@H](CO)O3)[nH]c2c1 | -2 | -1 | -1 | -24 | 0 | 6 | 4 | / | 0.1 | 3
CC(C)(C)C(=O)CSc1ccc(S(=O)(=O)N2CCN(Cc3ccccc3)CC2)cn1 | 1 | 3 | 0 | -4 | 1 | 0 | -1 | -10 | -0.1 | 3
COc1cc(C(=S)N2CCOCC2)cc(OC)c1OS(=O)(=O)c1ccc(NC(C)=O)cc1 | -1 | -6 | -4 | -3 | -2 | -2 | 2 | -2 | -0.9 | -5
COc1cc(/C=C2\C(=O)N(c3ccc(S(N)(=O)=O)cc3)N=C2C)ccc1OC(=O)c1ccco1 | -1 | 5 | 18 | 7 | -9 | 4 | 11 | 0 | -0.7 | -2
Nc1[nH][nH]c(=O)c1N=Nc1cccc(Cl)c1 | 1 | -8 | -25 | 0 | -6 | -6 | 1 | 6 | -22 | 5
COc1ccccc1CNC(=O)C1(C)CCN1Cc1ccc2ccccc2c1 (configuration not stated) | -4 | -5 | -4 | -4 | -7 | 1 | 3 | / | -1.9 | 4
COc1ccc2[nH]c3c(=O)n4c(nc3c2c1)SCCC4 | -2 | -5 | -2 | 2 | 1 | -5 | 3 | / | -1.1 | 3
Cc1ccc(NC(=O)CN2C(=O)COc3ccc(C)cc32)nc1 | -4 | 1 | 2 | 0 | -1 | -14 | -3 | -5 | -2.8 | -4
CCc1nc2ccc(C(=O)N(C)CC(=O)Nc3ccccc3C(F)(F)F)cc2nc1CC | 3 | 3 | -4 | 5 | 5 | -3 | -1 | 7 | -0.9 | -4
Cc1cc(=O)c(C(=O)O)nn1-c1ccccc1Cl | 0 | 0 | 0 | 1 | 8 | -16 | 0 | -5 | -3.2 | -2
COCCCN1C(=O)C(=O)/C(=C(/O)c2ccc(S(=O)(=O)N3CCOCC3)cc2)C1c1cccc(Cl)c1 (configuration not stated) | 0 | -1 | -1 | 2 | -9 | -15 | 26 | 11 | -1.2 | 4
Cc1cccc(NC(=S)Nc2cccc3ccccc23)c1 | 1 | -6 | 8 | 22 | 3 | 4 | 12 | -4 | -3.4 | -3
COc1ccccc1-n1cnnc1SC(C)C(=O)NCC1CCCO1 (configuration not stated) | -3 | 3 | 0 | 3 | 2 | -14 | 1 | 3 | -1.8 | -2
